PvdQ inh: blocks Pseudomonas aeruginosa PvdQ acylase activity. 340,000 tested, 0.063% active. inhibition, % at 10 µM. AID 488965. purified PvdQ acylase, fluorescence plate reader; in the data active means inhibition above about 30%, passing the limit was not always enough; inconclusive means no clear call, values can overlap the other calls;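 further: 0% = vehicle neutral wells and 100% = reference inhibitor wells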
Keap1-Nrf2 PPI: Keap1-Nrf2 (human) interaction inhibition; Q14145; Keap1 Kelch-Nrf2 peptide fluorescence polarization, 1536-well; inhibition, % at 9.4 µM; 340,000 tested, 0.15% active; AID 504523; in the data active means inhibition above about 12%; inconclusive means no clear call, values can overlap the other calls; inactive means below about 7.3%;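 further: human Keap1 Kelch domain with fluorescein labeled Nrf2 9mer peptide probe; 0% = neutral control wells and 100% = peptide positive control; higher means more block of Keap1 binding to Nrf2 peptide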
Target sequence (Q14145 whole entry, looked up, the tested form may be a part): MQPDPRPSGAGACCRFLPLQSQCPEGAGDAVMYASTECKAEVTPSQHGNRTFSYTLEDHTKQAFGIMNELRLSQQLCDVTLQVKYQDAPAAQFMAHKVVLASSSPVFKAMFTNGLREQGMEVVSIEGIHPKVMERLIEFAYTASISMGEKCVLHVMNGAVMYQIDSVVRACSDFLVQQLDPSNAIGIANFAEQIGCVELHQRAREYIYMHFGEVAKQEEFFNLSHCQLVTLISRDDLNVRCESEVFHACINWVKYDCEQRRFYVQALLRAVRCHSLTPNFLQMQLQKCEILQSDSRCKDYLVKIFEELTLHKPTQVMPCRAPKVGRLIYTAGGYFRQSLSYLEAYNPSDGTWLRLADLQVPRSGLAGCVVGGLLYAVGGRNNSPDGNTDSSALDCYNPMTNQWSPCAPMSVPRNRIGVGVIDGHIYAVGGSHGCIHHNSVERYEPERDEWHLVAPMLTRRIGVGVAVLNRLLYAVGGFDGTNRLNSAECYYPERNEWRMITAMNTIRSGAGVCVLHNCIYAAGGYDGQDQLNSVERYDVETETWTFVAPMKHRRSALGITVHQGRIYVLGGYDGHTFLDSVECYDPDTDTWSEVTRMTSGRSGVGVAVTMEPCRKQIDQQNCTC
cardiac RTF act: increases calcium sensitivity of human cardiac regulated thin filaments. P19429+P45379. IANBD-labeled TnC RTF fluorescence at EC20 calcium; 0% EC20 calcium, 100% full calcium. activation, % at 7.2 µM. 340,000 tested, 0.24% active. AID 493008;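 active means activation above the mean over all tested compounds plus 3 SD, cut at about 30% in these data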;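 further: rise in fluorescence read as greater calcium sensitivity of cardiac thin filaments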
LANA DNA inh: inhibitors of KSHV LANA C-terminal domain DNA binding. 340,000 tested, 0.078% active. AID 504423. MBP-C-LANA/FAM-LBS DNA binding, fluorescence polarization. inhibition, % at 9 µM;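 active means highest replicate inhibition at or above 60% at 9 µM, even if other replicates fall short; inactive means all replicates below 60% inhibition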;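 further: 0% = neutral control wells and 100% = 4 µM acridine orange control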
CDK5 p35 inh: CDK5/p35 (human) kinase inhibition; Q00535+Q15078; Recombinant CDK5/p35, ADP-Glo luminescence, 60 min; inhibition, % at 10 µM; 330,000 tested, 0.01% active; AID 488839;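 active means highest replicate inhibition of at least 50% and at least 75% of replicates reaching 50%; inconclusive means only one of the two criteria met; inactive means both criteria failed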;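 further: plate controls were DMSO neutral control for no effect and GW8510 at 10 µM for full effect; many of its hits are not listed in these tables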
PfHsp90 yeast 2: growth inhibition of yeast expressing Plasmodium Hsp90 | inhibition, % at 9.4 µM | S. cerevisiae expressing PfHsp90, BacTiter-Glo ATP, 48 h; yeast lacking PDR1 and PDR3 efflux regulators | 310,000 tested, 0.32% active | AID 504621;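 active means every replicate shows inhibition above about 80%, whatever the replicate mean, limit read from the data; inconclusive means mean inhibition reaches the set limit but some replicate falls short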;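 further: 0% = DMSO neutral controls and 100% = 20 µM radicicol positive controls; yeast relying on Plasmodium falciparum Hsp90 in place of its own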
Mot1-301 SUMO: SUMOylation pathway inhibition by Mot1-301 growth rescue. S. cerevisiae Mot1-301 growth rescue, ATP luminescence, 38.5C; percent above DMSO median, 100 means doubled. growth rescue, % at 18.8 µM. 320,000 tested, 1% active. AID 2716;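 active means every valid replicate shows activation above 250% relative to neutral control wells; inactive means the rest, any valid replicate at or below 250%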;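 further: OY570 slx delta 5 strain wells were the positive control but not used for scaling; some compounds called inactive have numbers as strong as hits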
Cardiac RTF inh: cardiac RTF calcium desensitization; P19429+P45379; IANBD-labeled cardiac RTF, Ca2+ fluorescence; inhibition, % at 7.15 µM; 340,000 tested, 0.12% active; AID 493244;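 active means inhibition above the mean inhibition of all tested compounds plus 3 SD, cut at about 17% in these data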;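 further: assay run at fixed EC70 calcium of 1.6 mM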
dFosB act: enhances mouse delta FosB homodimer DNA binding | P13346 | 340,000 tested, 0.99% active | activation, % at 25 µM | AID 493131 | purified delta FosB, TAMRA-CDK5 oligo fluorescence polarization; percent of positive-control signal above neutral wells;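 active means mean activation above about 17%, with every replicate also reaching it, limit read from the data, passing the limit was not always enough; inconclusive means only one of the two conditions met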;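 further: fluorescence polarization rise as delta FosB binds a TAMRA Cdk5 AP-1 oligo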
Target sequence (P13346 whole entry, looked up): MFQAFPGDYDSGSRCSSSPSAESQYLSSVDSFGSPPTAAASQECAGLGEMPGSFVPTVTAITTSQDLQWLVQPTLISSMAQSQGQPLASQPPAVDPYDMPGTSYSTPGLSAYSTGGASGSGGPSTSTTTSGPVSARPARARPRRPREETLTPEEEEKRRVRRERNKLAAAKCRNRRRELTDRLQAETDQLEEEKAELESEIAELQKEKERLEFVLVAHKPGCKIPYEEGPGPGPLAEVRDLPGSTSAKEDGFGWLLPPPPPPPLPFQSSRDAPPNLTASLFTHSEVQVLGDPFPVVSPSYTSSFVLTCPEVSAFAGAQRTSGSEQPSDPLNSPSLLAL
NSD2 inh: blocks human histone methyltransferase NSD2 | NSD2 peptide methylation, AlphaScreen, 120 min | AID 743445 | inhibition, % at 12.5 µM | 310,000 tested, 0.54% active; in the data active means inhibition above about 50%
Rtt109 Vps75: C. albicans Rtt109 histone acetyltransferase inhibition; purified Rtt109/Vps75, ThioGlo CoA-SH fluorescence, 4 h; 330,000 tested, 0.16% active; inhibition, % at 34.9 µM;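 active means inhibition of at least 50% in every replicate; inconclusive means best replicate reaches 50% inhibition but some replicates fall short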
Numbers without * were called inactive; ? = inconclusive; . = no result given.

SMILES	PvdQ inh	Keap1-Nrf2 PPI	cardiac RTF act	LANA DNA inh	CDK5 p35 inh	PfHsp90 yeast 2	Mot1-301 SUMO	Cardiac RTF inh	dFosB act	NSD2 inh	Rtt109 Vps75
COc1ccc(C2=NN(c3nc(C)cc(C)n3)C(=O)C2)cc1	-4	0	-4	0.9	-3.4	-81	-6	-19	-4	22	7
COC(=O)c1cccc(NC(=O)CSc2nnc(COc3cccc(C)c3)n2C)c1	0	1	-2	-1.5	0.8	22	132	-4	-16	0	11
O=C(COC(=O)c1cccc(Br)c1)Nc1ccc2[nH]c(=O)[nH]c2c1	0	0	-2	-0.4	0.3	-77	510*	-3	?	0	-3
CCCN1CCN(CC(=O)Nc2nnc(C)s2)CC1	-1	-1	3	0.4	-0.9	15	39	-7	5	6	7
O=C(O)CCNc1nc(-c2ccccc2)c2cc(Br)ccc2n1	-14	-1	-2	-0.4	-1.4	-7	133	-7	-4	-7	-5
Cc1ccc(NC=C(S(=O)(=O)c2ccccc2)S(=O)(=O)c2ccccc2)cc1	-12	0	1	-0.6	-0.6	-14	-9	-10	3	-2	-18
Cc1cc(C)cc(NC(=S)/C(=C(\[O-])c2ccc(Cl)s2)[n+]2cccc(C)c2)c1	-5	1	-3	1.3	-1.2	.	23	-5	-3	4	-6
Cn1cnc2c(=O)[nH]cc([N+](=O)[O-])c21	-6	0	1	0.8	-0.9	-6	-16	-13	-1	-3	0
CCCCSc1nc2[nH]ncc2c(=O)[nH]1	-1	2	0	-0.6	-0.7	-2	.	5	0	1	5
CCOC(=O)c1c(C)nc2c(c(SC)nn2-c2ccccc2)c1N	8	-4	-11	-1.3	0.0	-1	11	5	3	-2	6
Cc1ccc(S(=O)(=O)NCCC(=O)NCc2ccc3c(c2)OCO3)cc1C	-6	2	2	1.4	-0.1	5	-2	-5	-2	-3	-1
Cc1ccc(NC(=O)CN(C)C(=O)CSc2ccc3c(c2)OCCO3)cc1	-12	-4	1	-0.4	-0.3	-1	1	-9	-6	2	4
O=C(CNC(=O)c1sc2ccccc2c1Cl)NCc1cccc(C(F)(F)F)c1	-6	-2	1	0.6	0.4	.	0	2	-1	2	2
C#CCNC(=O)C1=C[C@@H](C2CC2)C[C@@H](OCCCCO)O1	5	-4	3	0.2	1.9	-6	14	-12	4	.	-3
Cc1cc2c(OCC(O)CNC(C)(C)C)cccc2[nH]1 (configuration not stated)	-11	3	-3	0.2	-0.2	-7	0	1	4	2	5
Cc1ccc(S(=O)(=O)N(C)c2cc(S(=O)(=O)N3CCC(C)CC3)c(C)cc2C)cc1	13	0	4	4.0	0.1	-23	0	3	-1	0	-4
Clc1cccc(Cl)c1-c1nnc2cccc(Cl)n12	0	-3	6	.	0.9	-13	3	8	-15	-1	-10
COC(=O)c1ccccc1NC(=O)c1cc[n+](C)cc1	-1	0	7	-1.0	-4.0	-3	1	-4	0	13	-7
O=C(CSCc1ccc(Cl)cc1)Nc1ccc(O)cc1C(=O)O	2	1	-6	3.2	-0.8	10	-2	-8	-2	0	3
O=C(CCN1C(=O)C2C3C=CC(C3)C2C1=O)Nc1ccc(F)cc1 (configuration not stated)	18	-3	-4	2.3	-0.1	14	-1	-3	2	1	2
CC(=O)NC(C)C12CC3CC(CC(CC(=O)O)(C3)C1)C2 (configuration not stated)	-12	-5	-4	0.9	-0.7	15	-9	-5	0	3	-4
COc1cc([C@@H]2CC=C(C(=O)O)[C@H](c3ccccc3F)N2S(=O)(=O)c2ccc(C)cc2)cc(OC)c1OC	-8	-1	4	-1.9	-0.4	-3	662*	0	-3	.	1
COc1ccc(S(=O)(=O)N2CCC(c3cc(-c4cccc5ccccc45)n[nH]3)CC2)cc1	-4	-2	-4	-0.8	3.6	59	-14	-8	-13	.	-2
CC(C)=CC(=O)NCCc1ccccc1	9	-3	-7	-0.3	-0.5	-5	-8	-4	3	1	6
CCN1C(=NCC2CC2)N[C@@H](c2ccccc2)C(C(=O)OC)=C1C	-12	1	3	-4.1	0.4	5	-17	-23	-10	.	2
CC(=O)c1cccc(NC(=O)c2cccc(S(=O)(=O)N3CCOCC3)c2)c1	-16	2	1	0.6	0.8	-18	318	-2	-1	-2	1
COc1ccccc1CN(C(=O)CNC(=O)c1ccco1)C(C(=O)NCC1CCCO1)c1ccc(OC)c(OC)c1 (configuration not stated)	-2	-4	-2	1.3	0.8	-58	-7	-4	-14	-5	7
CCOC(=O)N1CCC(NC(=O)CS(=O)(=O)Cc2nc(-c3ccccc3Cl)oc2C)CC1	-2	0	-5	-1.7	0.5	11	169	-3	3	-1	4
OCCCCc1nccc2c1[nH]c1ccccc12	-8	-3	-4	-0.2	0.5	-14	545	-11	-4	2	-39
CC(=O)c1nnn(-c2c(F)cccc2F)c1C	-8	-1	-6	0.4	0.7	17	-14	-5	-5	2	0
Cc1nn(C)cc1CNC(=O)/C=C/c1cnn(C)c1	4	-5	-1	-1.9	1.1	33	-20	-8	2	-1	7
COCCCNc1nc2cc(OC)c(OC)cc2c2nc(-c3ccccc3)nn12	-15	-7	8	-0.2	0.8	-10	239	-1	-18	-1	-1
CCCCOc1nc2c(c(=O)n(C)c(=O)n2C)n1C	-28	0	0	0.7	1.5	16	-2	-11	0	-1	-4
CSc1nc(C(C)C)ccc1CNC(=O)CC(C)c1ccccc1 (configuration not stated)	-13	-1	6	0.5	0.3	-18	205	2	-3	-3	3
CN1CCN(CCNC(=O)Cn2c(=O)c3cccn3c3ccc(F)cc32)CC1	9	-1	0	-0.4	0.4	-14	14	-7	-4	1	12
NC(=O)NC(CC(=O)N1CCc2ccccc2C1)c1ccc(Cl)cc1 (configuration not stated)	-13	-3	-2	-0.2	0.7	-45	2	9	-8	0	0
COc1cc(OC)cc(C(=O)N[C@H](C(=O)NC23CC4CC(CC(C4)C2)C3)C(C)C)c1	-8	0	1	1.2	-1.0	16	1	5	5	0	-12
COc1ccc(N2CC(C(=O)Nc3nnc(SCC(=O)NC(C)(C)C)s3)CC2=O)cc1 (configuration not stated)	7	-4	-4	-1.3	-0.2	7	2	-2	2	-2	1
COc1cccc(C(=O)N2CCN(S(C)(=O)=O)CC2)c1	-10	0	5	-0.2	-1.3	.	26	-12	-3	1	5
CCN(C[C@H]1N[C@@](CC)(C(=O)OC)[C@H]2C(=O)N(Cc3ccccc3)C(=O)[C@@H]12)C(=O)c1ccccc1	-6	2	-7	-1.6	-0.7	0	.	-2	-2	.	-11
O=[N+]([O-])c1ccc(C=NN=Cc2ccc([N+](=O)[O-])cc2)cc1	9	3	-1	2.5	0.4	-1	.	-1	4	0	-12
Cc1ccc(N=C2C(=O)Nc3ccc(C)c(Br)c32)cc1	-10	-5	6	1.5	0.3	-5	-13	-2	0	.	2
Cc1nc(N2CCN(c3ccccn3)CC2)c2c(C)c(C(=O)Nc3ccc(F)cc3Cl)sc2n1	-6	-2	-2	0.1	1.0	-24	5	0	-14	-5	-13
CCCCN(C(=O)CCNC(=O)NC12CC3CC(CC(C3)C1)C2)c1c(N)n(CCCC)c(=O)[nH]c1=O	-15	-4	4	-1.9	-1.4	-13	-1	-3	-22	-5	-2
CC1CN(c2nnc(NC(=O)c3ccccc3)s2)CC(C)O1 (configuration not stated)	-3	1	4	0.2	-0.3	23	6	5	-1	4	6
O=C(COc1ccc(Cl)cc1)NC1CC1	17	-3	6	0.7	0.4	3	-4	-5	-9	-4	4
O=C1CCCC2=C1C(c1ccccc1)C1C(=O)c3ccccc3C1=N2 (configuration not stated)	-9	-5	1	1.1	-1.3	0	-11	0	-4	6	2
CCC(CC)NC(=O)COC(=O)c1cccc(C)c1O	1	-2	-3	-0.1	-1.3	-7	1	-5	-2	0	-7
CCCCn1c(N)c(N(CCC(C)C)C(=O)C2=NN(c3ccccc3)C(=O)CC2)c(=O)[nH]c1=O	9	-5	-7	1.3	0.0	15	35	6	2	-1	-4
Nc1nnc(SCC(=O)OCC(=O)c2ccccc2)s1	-15	-1	4	-0.2	-1.1	-32	-6	0	0	-1	9
CN(CC(=O)Nc1ccc(Cl)cc1)C(=O)c1ccc(N2CCCC2=O)cc1	8	-3	2	-0.2	-1.1	-4	13	-1	-5	-2	12
CCOC(=O)c1csc(NC(=O)CSc2nnnn2-c2ccc(OCC)cc2)n1	20	-2	4	-1.5	6.6	-2	.	7	0	-1	3
Cn1nc(C(=O)OCC(=O)c2ccc(Cl)cc2)c2ccccc2c1=O	10	-1	-4	-3.0	1.4	7	35	5	-5	0	-13
COCc1cc(C)nc(SCC(=O)Nc2cccc(C)c2)c1C#N	-11	-3	9	-0.3	-0.9	13	-6	-6	7	-1	-6
O=C(COC(=O)c1ccc[nH]c1=O)NCC1CCCO1 (configuration not stated)	-15	3	3	0.9	0.3	-8	152	-4	1	-3	-2
CCC(C(=O)NCCCN1CCN(C)CC1)n1nc(C)n2c(cc3occc32)c1=O (configuration not stated)	-16	-4	-1	0.2	1.4	-8	-7	11	-6	0	-18
CCCCCN(C(=O)NC(=O)Nc1ccccc1C)S(C)(=O)=O	-5	2	-4	0.2	-0.9	7	-20	-3	8	5	.
O=C(c1cnn2c(C(F)F)cc(-c3ccccc3)nc12)N1CCCc2ccccc21	1	-6	-5	-0.3	-1.3	-5	8	-4	8	-8	-3
COCc1ccc(CN2CCCC(CO)(Cc3cccc(OC)c3)C2)o1 (configuration not stated)	-8	-4	4	-0.7	-2.3	12	1	-8	-3	-2	-2
O=C1C=C(c2ccccc2)CO1	-12	-8	4	-1.8	-0.7	-41	.	6	-1	-2	-13
CCOC(=O)C1(Cc2cccc(Cl)c2)CCCN(C(=O)c2ccc(C)nc2)C1 (configuration not stated)	1	1	4	0.2	3.5	-5	1	-6	4	-2	7
Cc1cccc(C(=O)NNC(=O)CCC(=O)Nc2cccc(Cl)c2C)c1	-10	1	9	-0.6	-1.5	18	0	-8	0	4	-7
C#CCOCCOCCOCCNc1nc(N2CCN(C(=O)[C@H](CCC(=O)O)n3cc(C(N)[C@H](C)CC)nn3)CC2)nc(N2CCN(C(=O)[C@H](Cc3ccc(O)cc3)n3cc(C(N)[C@H](C)CC)nn3)CC2)n1 (some centres not stated)	7	1	-4	-1.6	-1.2	1	-4	-4	-10	.	-5

High-throughput results as filed in PubChem BioAssay.
